JMJD2A Tudor – qHTS Assay for Inhibitors of JMJD2A-Tudor Domain | Lysine-specific demethylase 4A (Homo sapiens), O75164 | AlphaScreen JMJD2A-Tudor / H3K4me3 peptide binding | Potency, µM (titrated, usually from 114 µM), for the others: at the top dose activity change, negative = inhibition, usual class: inhibitors | 4.4% of 390,000 active; also: % is scaled to controls: 0 for no effect and ±100 for the full control effect; nearly all actives have a fitted effect of over 50% in size
Pol iota inh – qHTS for Inhibitors of Polymerase Iota; DNA polymerase iota (Homo sapiens), Q9UNA4; 1% of 390,000 active; Pol iota fluorescent replication assay, 10 min; Potency, µM (highest dose often 115 µM), for the others: top-dose activity, negative = inhibition, actives largely listed as inhibitors; AID 588590, 2011
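Fluorescent replication assay read twice, at 0 min and 10 min after adding 50 nM (final) substrate. Enzyme (10 nM) and compounds were first incubated 15 min at room temperature; enzyme-free buffer wells were negative controls.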
Pin1 inhibitor – qHTS Assay to Find Inhibitors of Pin1; Peptidyl-prolyl cis-trans isomerase NIMA-interacting 1 (Homo sapiens), Q13526; Pin1 FP peptide displacement, HiFluor488, 10 min; Potency, µM (highest dose often 115 µM), inactives show top-dose activity, negative = inhibition, hits mostly inhibitors; 0.009% of 390,000 active; AID 504891, 2011; active = well fitted inhibition curve with a large enough effect in the polarisation, with a control signal flat, not every such curve was filed as active; inconclusive = small, poorly fitted or top-dose-only effect, or effect the other way, or a change in a side signal; inactive = no such curve, though single readings can be large or run the other way; the % refers to the polarisation; also: % is scaled to controls: 0 for no effect and ±100 for the full control effect
Target sequence (Q13526 whole entry, looked up): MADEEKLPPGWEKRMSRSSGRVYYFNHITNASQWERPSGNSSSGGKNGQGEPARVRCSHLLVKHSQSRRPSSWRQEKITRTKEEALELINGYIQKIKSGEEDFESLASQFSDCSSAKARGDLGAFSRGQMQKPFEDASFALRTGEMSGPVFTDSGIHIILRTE
BLM inh – qHTS Assay for Inhibitors of Bloom's syndrome helicase (BLM); RecQ-like DNA helicase BLM (Homo sapiens), P54132; recombinant BLM DNA unwinding, fluorescence dequenching; Potency, µM (top dose mostly 56.1 µM), without a hit: at the highest dose activity change, negative = inhibition, usual class: inhibitors; 0.2% of 350,000 active;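 also: plate controls were vehicle for no effect and no enzyme for full effect; nearly all actives have a fitted effect of over 35% in size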
G9a inh – qHTS Assay for Inhibitors of Histone Lysine Methyltransferase G9a; 8.8% of 350,000 active; G9a H3K9 monomethylation, AlphaScreen, 2 h; AID 504332, 2011; Potency, µM (highest dose often 102 µM), without a hit: at the highest dose activity, negative = inhibition, actives largely listed as inhibitors; Histone-lysine N-methyltransferase EHMT2 (Homo sapiens), Q96KQ7; also: % is scaled to controls: 0 for no effect and ±100 for the full control effect; nearly all actives have a fitted effect of over 75% in size
Target sequence (Q96KQ7 913-1193 limits assumed): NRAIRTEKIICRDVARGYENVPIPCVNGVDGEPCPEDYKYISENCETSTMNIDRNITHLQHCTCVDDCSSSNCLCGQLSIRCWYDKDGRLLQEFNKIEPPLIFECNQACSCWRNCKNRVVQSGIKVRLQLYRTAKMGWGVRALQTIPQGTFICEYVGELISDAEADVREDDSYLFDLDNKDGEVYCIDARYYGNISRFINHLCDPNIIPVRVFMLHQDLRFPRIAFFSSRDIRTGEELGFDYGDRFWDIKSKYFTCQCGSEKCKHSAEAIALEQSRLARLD
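Enzyme 20 nM + cpd, 15 min RT; add b-H3K9 pep 500 nM / SAM 20 uM; 2 h RT; anti-H3K9me1 Ab 0.5 ug/mL + SA donor / anti-rabbit acceptor beads 20 ug/mL each, 10 min; AlphaScreen read.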
GLS inhibitor – qHTS for Inhibitors of Glutaminase (GLS) | Potency, µM (highest dose often 45.5 µM), for inactives: at the highest dose activity change, negative = inhibition, usual class: inhibitors | GLS enzymatic activity, qHTS titration | 0.21% of 410,000 active; also: % is scaled to controls: 0 for no effect and ±100 for the full control effect
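Enzyme dispensed in phosphate buffer (45 mM, pH 8.2, 0.02% Tween-20), compounds pinned in, then 1 mM L-glutamine solution and the glutamate oxidase–HRP–Amplex Red mix added; fluorescence read immediately and again after 30 min at room temperature.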
BAZ2B block – qHTS Assay for Inhibitors of BAZ2B; AlphaScreen BAZ2B-H3K14Ac peptide displacement; Potency, µM (series often up to 114 µM), for the others: at the top dose activity change, negative = inhibition, most hits filed as inhibitors; 4.4% of 360,000 active; AID 504333, 2011; also: % is scaled to controls: 0 for no effect and ±100 for the full control effect; nearly all actives have a fitted effect of over 60% in size
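Inhibition is scored as reduced AlphaScreen emission. The BAZ2B/b-H3(5-23)K14Ac complex (50 nM each) in PBS pH 7.4, 0.01% Tween-20 meets compound (up to 110 uM) for 30 min at RT before bead addition.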
Tb PGK inh – qHTS Assay to Find Inhibitors of Phosphoglycerate Kinase; Phosphoglycerate kinase, glycosomal (Trypanosoma brucei brucei), P07378; 0.043% of 380,000 active; Potency, µM (doses to about 57.5 µM), for inactives: top-dose activity change, negative = inhibition, most hits filed as inhibitors; PGK/GAPDH coupled, Kinase-Glo luminescence, 60 min; also: % is scaled to controls: 0 for no effect and ±100 for the full control effect; nearly all actives have a fitted effect of over 60% in size
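Recombinant glycosomal PGK reaction used 1,3-bisphosphoglycerate generated in-well by GAPDH (100nM final) in 100mM TEA pH 7.6, 5mM MgCl2, 0.01% Tween-20. After 60 minutes at room temperature, ATP was read by Kinase-Glo Plus luminescence end-point.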
HP1b chromo inh – HTS for Inhibitors of HP1-beta Chromodomain Interactions with Methylated Histone Tails. Potency, µM (titrated, usually from 114 µM), for the others: at the highest dose activity change, negative = inhibition, hits mostly inhibitors. Chromobox protein homolog 1 (Homo sapiens), P83916. AlphaScreen HP1-beta / biotin-H3K9me3 peptide binding. 0.56% of 390,000 active; also: nearly all actives have a fitted effect of over 70% in size; inactives centre near 23
Target sequence (P83916 whole entry, looked up): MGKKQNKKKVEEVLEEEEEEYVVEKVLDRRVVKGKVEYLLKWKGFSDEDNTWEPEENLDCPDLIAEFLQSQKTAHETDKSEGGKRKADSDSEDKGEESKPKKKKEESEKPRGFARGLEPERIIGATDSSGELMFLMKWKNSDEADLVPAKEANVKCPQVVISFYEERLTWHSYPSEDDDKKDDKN
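Compound inhibition of the preformed complex between 50 nM HP1-beta and 50 nM biotinylated H3K9me3 peptide was read by AlphaScreen. Buffer was PBS pH 7.4 with 0.01% Tween-20. Incubations ran 30 min at room temperature, with 10 ug/mL donor/acceptor beads.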
* marks the source's active call; other numbers are inactive results; i = inactive; ? = inconclusive; . = no result given; & = joins results of further samples; [ ] = another dose, or the depositor's remark. Unless noted, calls follow the shape of the dose curve; as a rule, active = well fitted curve in the direction sought with a large enough effect; inconclusive = small, poorly fitted or top-dose-only effect, or another doubt; inactive = no such curve, though single readings can be large; an effect the other way counts as inactive or inconclusive. Potency is read from the fitted curve at half-maximal effect. Some of the compounds tested, so the mix of outcomes need not match the whole.

Results follow in this order: BAZ2B block | GLS inhibitor | Tb PGK inh | BLM inh | Pol iota inh | Pin1 inhibitor | HP1b chromo inh | JMJD2A Tudor | G9a inh
COc1ccc(C(c2nnnn2Cc2ccccc2)N2CCN(c3nc4ccccc4s3)CC2)cc1 (stereo unspecified)
  -6% | 4% | 0% | -6% | 15% | 15% | 2% | -20% | ?
O=c1ccc(Oc2nc(N3CCCCC3)nc(N3CCCCC3)n2)n[nH]1
  23% | 2% | 8% | -4% | 10% | -9% | 26% | -8% | -11%[59 µM]
Nc1nc2c(ccc3ccccc32)s1
  . | 26% | 5% | . | 19% | 0% | 23% | -23% | .
N#C/C=C1/NC(=O)c2ccccc2S1
  ? | 10% | -4% | -26% | ? | ? | 16% | -24% | 45µM*
COc1cc(NC(C)CCc2ccccc2)cc(OC)c1OC (stereo unspecified)
  ? | ? | 0% | -3% | 83%[activator] | 5% | ? | 45µM* | .
CSc1ccc(-c2nc3cnccn3c2Nc2ccc3c(c2)OCO3)cc1
  11µM* | 16% | 0% | -13% | -1% | 7% | 45µM* | ? | 45µM*
Cc1cccc(N(Cc2cc3cc(C)ccc3[nH]c2=O)C(=O)c2cccs2)c1
  -17% | 3% | 6% | -14% | -8% | 3% | 4%[57 µM] | -23% | -30%
Cc1ccc(N(C(=O)CCCC(=O)Nc2ccccn2)C(C(=O)NC2CCCC2)c2ccc(O)cc2)cc1C (stereo unspecified)
  3% | -6% | i | -5% | 29% | -16% | -6% | -21% | 8.9µM*
CCOC(=O)c1c(COc2ccccc2)oc2ccc(O)cc12
  1% | 28% | 5% | -9% | 3% | 15% | 17% | -9% | ?
Nc1nc(-c2ccccc2)nc2sc3c(c12)CCCC3
  -1% | 3% | 8% | -9% | 15% | 1% | 45%[activator] | -2% | 36%[59 µM]
Cc1nn(-c2cccc(Cl)c2)c2nc(C(F)(F)F)[nH]c(=O)c12
  1% | -5% | -4% | -4% | -11% | -4% | 39%[activator] | -4% | -7%[59 µM]
O=C(NCCNc1ccccc1[N+](=O)[O-])c1ccccc1F
  9%[0.457 µM] | 0% | -1% | -5% | 16% | -1% | 17% | -10% | 3%[59 µM]
CC(C)C(NC(=O)c1c(F)cccc1F)C(=O)N1CCN(S(=O)(=O)c2ccc(F)cc2)CC1 (stereo unspecified)
  9% | -3% | -6% | . | -13% | -3% | 20% | -19% | -8%[2.33 µM]
Cc1ccc2cc3cc(C(=O)NC4CCCCC4)oc3nc2c1
  0% | -1% | 2% | -2% | 24% | ? | 37% | -10% | .
O=C(Nc1ccc2c(c1)OCCO2)c1ccc(Cl)c(S(=O)(=O)N2CCCCC2)c1
  -5% | 12% | -7% | -8% | 0% | 20% | -1% | -24% | -23%[12.7 µM]
O=C(NC1CCCCC1)C(c1cccnc1)N(C(=O)c1csnn1)c1ccc(F)cc1 (stereo unspecified)
  6% | 6% | 11% | 0% | 101%[activator] | -4% | 31% | -12% | -8%
Cc1ccccc1NC(=O)COC(=O)c1ccc2nc(C)c(C)nc2c1
  10% | -1% | -4% | . | 16% | -3% | 22% | 3% | -3%[2.33 µM]
CCCCn1c(CNC(=O)C23CC4CC(CC(C4)C2)C3)nnc1SCC(=O)Nc1nnc(C)s1
  7% | 14% | 0% | 2% | 6% | -6% | 36% | -12% | 5%[59 µM]
O=[N+]([O-])c1cccc(/C=C/c2ccccn2)c1
  -22% | 1% | -6% | 1% | -22% | -1% | 2% | -26% | 4%[2.33 µM]
Cc1cc2ccccc2n2c(SCC(=O)NCc3cccs3)nnc12
  1% | 1% | 3% | 2% | 10% | -1% | 9% | -7% | 22%[59 µM]

An excerpt of these results, with bars between the fields.
structure | BAZ2B block | GLS inhibitor | Tb PGK inh | BLM inh | Pol iota inh | Pin1 inhibitor | HP1b chromo inh | JMJD2A Tudor | G9a inh
CSc1ccc(-c2nc3cnccn3c2Nc2ccc3c(c2)OCO3)cc1 | 11µM* | 16% | 0% | -13% | -1% | 7% | 45µM* | ? | 45µM*
Cc1cccc(N(Cc2cc3cc(C)ccc3[nH]c2=O)C(=O)c2cccs2)c1 | -17% | 3% | 6% | -14% | -8% | 3% | 4%[57 µM] | -23% | -30%
Cc1ccc(N(C(=O)CCCC(=O)Nc2ccccn2)C(C(=O)NC2CCCC2)c2ccc(O)cc2)cc1C (stereo unspecified) | 3% | -6% | i | -5% | 29% | -16% | -6% | -21% | 8.9µM*
CCOC(=O)c1c(COc2ccccc2)oc2ccc(O)cc12 | 1% | 28% | 5% | -9% | 3% | 15% | 17% | -9% | ?
Nc1nc(-c2ccccc2)nc2sc3c(c12)CCCC3 | -1% | 3% | 8% | -9% | 15% | 1% | 45%[activator] | -2% | 36%[59 µM]

Later entries:
Results follow in this order: BAZ2B block | GLS inhibitor | Tb PGK inh | BLM inh | Pol iota inh | Pin1 inhibitor | HP1b chromo inh | JMJD2A Tudor | G9a inh
CC(=O)OCc1cnc(C)c2oc(=O)c(C(=O)Nc3cccc(F)c3)cc12
  -11% | -9% | 0% | -4% | 13% | -6% | 21% | -17% | 24%[59 µM]
O=C(Cc1cn2ccsc2n1)Nc1ccccn1
  . | 8% | -1% | -3% | -5% | -8% | 21% | 6% | -5%[59 µM]
CCc1ccc(NC(=O)C2CCCN2S(=O)(=O)c2ccc3c(c2)CCCC(=O)N3)cc1 (stereo unspecified)
  1% | 5% | 0% | -1% | -7% | -6% | 22% | 3% | -2%[59 µM]
C=CCN(Cc1cccc(OC)c1OC)C(=O)Oc1ccccc1
  9% | 2% | -6% | . | 21% | -4% | 58%[activator] | 6% | 26%[12.7 µM]
O=c1ccc2c(-c3ccccc3S(=O)(=O)O)c3ccc(O)c(O)c3oc-2c1O
  1µM* | 14% | ? | . | 1.1µM* | . | 1µM* | 0.71µM* | ?
O=C(CN(CCc1ccccc1)S(=O)(=O)c1ccc(Br)cc1)N/N=C/c1ccc2c(c1)OCO2
  3% | 12% | 14% | 1% | 19% | 0% | 29% | -9% | 10%[59 µM]
Cc1ccc(NC(=O)CSc2nc3ccccc3c(=O)n2CC2CCCO2)cc1 (stereo unspecified)
  -18% | -12% | -3% | -2% | -21% | -5% | 29% | -1% | 10%
Cc1cc(N/N=C/c2cccc([N+](=O)[O-])c2)nc(-n2nc(C)cc2C)n1
  -4% | 0% | -10% | -2% | 41% | -4% | 29% | -22% | 2%
Cc1nn(-c2ccccc2)c(C)c1C(=O)N1CCN(S(=O)(=O)c2ccccc2)CC1
  -1% | 6% | 1% | . | -10% | 7% | 23% | -13% | 18%[59 µM]
COc1ccc(C2CC(c3ccc(C)cc3)Nc3nc(N)nn32)cc1 (stereo unspecified)
  -2% | 0% | -5% | -5% | 8% | -1% | 7% | -6% | 1%
C(=N\N(c1ccccc1)c1ccccc1)/c1ccc(N2CCOCC2)s1
  ? | 6% | i | -8% | 6% | -2% | ? | ? | 13µM*
CCSc1ncc(Cl)c(C(=O)Nc2sc3c(c2C(=O)NC)CCCC3)n1
  -1% | -5% | -2% | 0% | -16%&23% | 2% | 2% | -20% | -4%[59 µM]
CSc1ccc(/C=C/c2cc(=O)c3ccccc3[nH]2)cc1
  -4% | 6% | -5% | 1% | ? | 0% | ? | -21% | 6%[59 µM]
CCc1nn2c(=O)cc(COC(=O)c3cccc(NC(=O)c4ccccc4Cl)c3)nc2s1
  -16% | -8% | 5% | -14% | 18% | 4% | 33% | 1% | 13%[59 µM]
COc1cc(/C=N/N=C(\N)c2nonc2N)cc(OC)c1OC
  5% | 2% | i | 1% | 21% | -6% | 34% | -18% | 7%[59 µM]
O=C(Nc1cc(S(=O)(=O)N2CCOCC2)ccc1N1CCCC1)c1cc(=O)[nH]c2ccccc12
  -5% | 17% | 3% | -2% | -7% | -7% | 33% | -15% | -5%[59 µM]
Cc1csc(SCC(=O)Nc2oc(C)c3c(C)n[nH]c(=O)c23)n1
  -5% | 5% | -3% | . | 33%[activator] | -2% | 40%[activator] | -6% | ?
Cc1ccc(/C=N/NC(=O)CCSc2ccccc2)cc1
  8% | -6% | i | -3% | 12% | 3% | 26% | -14% | -4%[59 µM]
CCCc1c(C(=O)N/N=C(\C)CCc2ccc(OC)cc2)nnn1-c1nonc1N
  -16% | 8% | 0% | -3% | ? | -2% | 46%[activator] | -3% | 21%
Cc1cc(C)n(-c2nc3ccccc3c(=O)n2OCC(C)C)n1
  12% | -3% | 4% | 2% | 133%[activator] | 5% | 15% | 1% | 5%
CC(=O)Nc1cccc(C(=O)N/N=C/c2ccccc2F)c1
  -31% | 5% | -4% | -8% | -3% | -1% | 31% | -12% | 2%[59 µM]
Cc1cc2c(NC(=O)Nc3ccc(C(C)(C)C)cc3)cccc2nn1
  ? | 1% | -2% | -21% | 59%[activator] | ? | -17% | ? | .
Cn1c(-c2ccc(F)cc2)cnc1SCC(=O)NNC(=O)Cc1ccccc1
  -9% | 5% | -3% | 0% | 0% | -2% | 43%[activator] | -18% | 28%[12.7 µM]

2 compounds picked at random from those above:
Results follow in this order: BAZ2B block | GLS inhibitor | Tb PGK inh | BLM inh | Pol iota inh | Pin1 inhibitor | HP1b chromo inh | JMJD2A Tudor | G9a inh
Cc1ccc(/C=N/NC(=O)CCSc2ccccc2)cc1
  8% | -6% | i | -3% | 12% | 3% | 26% | -14% | -4%[59 µM]
CC(=O)OCc1cnc(C)c2oc(=O)c(C(=O)Nc3cccc(F)c3)cc12
  -11% | -9% | 0% | -4% | 13% | -6% | 21% | -17% | 24%[59 µM]

Screening data: PubChem BioAssay, National Center for Advancing Translational Sciences (NCATS)
